# Source: PubChem BioAssay (National Center for Advancing Translational Sciences (NCATS))
# KDM4E inh: inhibitors of human JMJD2E histone demethylase; JMJD2E catalytic domain, FDH-coupled NADH fluorescence (FDH is formaldehyde dehydrogenase); Potency, µM (series often up to 57.1 µM), without a hit: at the top dose activity change, negative = inhibition, actives largely listed as inhibitors; actives 1.6% (n = 230,000); active = well fitted inhibition curve with a large enough effect, not every such curve was filed as active; inconclusive = small, poorly fitted or top-dose-only effect, or another doubt; inactive = no such curve, though single readings can be large or run the other way;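 also: 0% = wells with enzyme and -100% = buffer wells without enzyme; nearly all actives have a fitted effect of over 50% in size; many of its hits are not listed in these tables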
# SMN2 splice up: enhancers of SMN2 splice variant expression; HEK293 SMN2-luciferase splicing reporter, luminescence, 30-36 h; Potency, µM (doses to about 46.1 µM), inactives show at the top dose activity change, positive = activation, most hits filed as activators; actives 2.8% (n = 210,000); AID 1458; also: % of control where 0% means no effect; nearly all actives have a fitted effect of over 55% in size
#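 HEK293 cells carry an SMN2 […]–luciferase reporter in which exon 7 inclusion puts luciferase in frame. Cells were plated 10-12 h before compound addition, then incubated 30-36 h at 37C. ONE-Glo luminescence was read; sodium butyrate at 4.5 mM final served as control.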
# Tau ThT inhib: inhibitors of human tau fibril formation, thioflavin T binding; P10636; actives 2.1% (n = 270,000); Potency, µM (doses to about 57.4 µM), inactives show at the top dose activity, negative = inhibition, actives largely listed as inhibitors; recombinant tau K18 P301L (four-repeat tau fragment), heparin-induced fibrillization, ThT fluorescence; also: % is scaled to controls: 0 for no effect and ±100 for the full control effect; nearly all actives have a fitted effect of over 55% in size
# Target sequence (P10636 561-689 P618L limits assumed): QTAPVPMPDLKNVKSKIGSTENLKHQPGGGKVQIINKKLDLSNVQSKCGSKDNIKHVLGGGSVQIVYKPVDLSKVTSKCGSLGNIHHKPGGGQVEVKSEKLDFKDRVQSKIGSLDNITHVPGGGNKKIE
#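 K18 P301L tau (15 uM + 0.24 uM Alexa 594-tagged), heparin 20 uM, NaOAc pH 7, 6 h 37 C; ThT 30 uM, 1 h RT, ex 450/em 510 nm.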
# L3MBTL1 block: inhibitors of human L3MBTL1; Potency, µM (top dose mostly 57.1 µM), inactives show at the highest dose activity, negative = inhibition, most hits filed as inhibitors; actives 0.66% (n = 230,000); AlphaScreen L3MBTL1–H3K9me1 peptide binding; Q9Y468; also: % is scaled to controls: 0 for no effect and ±100 for the full control effect; nearly all actives have a fitted effect of over 60% in size
# Target sequence (Q9Y468 whole entry, looked up): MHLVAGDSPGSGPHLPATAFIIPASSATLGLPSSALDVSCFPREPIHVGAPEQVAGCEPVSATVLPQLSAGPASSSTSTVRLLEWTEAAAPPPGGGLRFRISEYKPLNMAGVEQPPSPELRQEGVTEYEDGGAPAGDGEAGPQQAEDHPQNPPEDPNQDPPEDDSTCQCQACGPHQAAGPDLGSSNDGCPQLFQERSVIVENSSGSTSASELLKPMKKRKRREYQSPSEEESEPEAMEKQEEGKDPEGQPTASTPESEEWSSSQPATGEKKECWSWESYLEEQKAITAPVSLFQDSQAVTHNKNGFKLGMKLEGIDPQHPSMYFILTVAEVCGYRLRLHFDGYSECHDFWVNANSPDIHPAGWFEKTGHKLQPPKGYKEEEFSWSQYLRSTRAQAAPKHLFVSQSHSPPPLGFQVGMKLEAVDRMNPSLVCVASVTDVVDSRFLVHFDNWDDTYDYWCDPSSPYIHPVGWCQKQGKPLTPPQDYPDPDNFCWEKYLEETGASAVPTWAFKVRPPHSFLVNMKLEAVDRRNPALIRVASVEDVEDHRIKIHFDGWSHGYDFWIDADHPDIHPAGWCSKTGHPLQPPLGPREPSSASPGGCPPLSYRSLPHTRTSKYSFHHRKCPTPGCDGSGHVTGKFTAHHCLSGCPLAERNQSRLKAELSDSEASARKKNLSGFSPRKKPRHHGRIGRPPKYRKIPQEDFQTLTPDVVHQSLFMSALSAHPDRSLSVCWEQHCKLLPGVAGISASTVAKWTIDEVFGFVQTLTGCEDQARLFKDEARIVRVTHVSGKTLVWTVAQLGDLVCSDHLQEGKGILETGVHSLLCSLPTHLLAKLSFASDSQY
#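 First, the protein-peptide complex forms for 30 min at room temperature (L3MBTL1 50 nM, biotinylated H3K9me1 peptide 75 nM). Next, compounds are pin-transferred and incubated 30 min. Finally, AlphaScreen beads are added and read after 30 min.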
# Luc counter: blocks Kinase-Glo luciferase, a counter-screen artifact; Q27757; Kinase-Glo luciferase, ATP luminescence, 8 min; Potency, µM (series often up to 38.3 µM), for inactives: top-dose activity change, negative = inhibition, hits mostly inhibitors; actives 0.28% (n = 200,000); AID 1379; also: % is scaled to controls: 0 for no effect and ±100 for the full control effect; nearly all actives have a fitted effect of over 60% in size
#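 Light output from Kinase-Glo luciferase with luciferin and 10 uM ATP in 50 mM imidazole pH 7.2, KCl, MgCl2, Tween 20, BSA; compound pin-delivered, 8-min ambient incubation, then luminescence read.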
# RECQ1 helicase: blocks DNA unwinding by human RECQ1; AID 2549; actives 0.54% (n = 240,000); RECQ1 DNA unwinding, red fluorescence kinetic read; P46063; Potency, µM (titrated, usually from 57.3 µM), inactives show top-dose activity, negative = inhibition, usual class: inhibitors;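 also: plate controls were vehicle for no effect and no enzyme for full effect; nearly all actives have a fitted effect of over 30% in size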
#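 50 nM RECQ1T1 preincubated 15 min with compound in Tris pH 8.0 buffer with MgCl2, DTT, Tween-20 and 2.5 ug/ml poly(dI-dC); started with 200 nM TAMRA/BHQ-2 forked duplex and 2 mM ATP. Unwinding read as fluorescence (525/598 nm), two reads 2 h apart.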
# Lamin A splicing: modulators of lamin A splicing. Potency, µM (top dose mostly 46.1 µM), for inactives: at the highest dose ratio change, negative = inhibition, hits mostly inhibitors. HeLa LMNA splicing GFP/RFP minigene ratio, 48 h. actives 0.01% (n = 200,000); active = well fitted inhibition curve with a large enough effect in the signal ratio, with a control signal flat, not every such curve was filed as active; inconclusive = small, poorly fitted or top-dose-only effect, or effect the other way, or a change in a side signal; the % refers to the signal ratio; also: % is scaled to controls: 0 for no effect and ±100 for the full control effect
#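 S3 HeLa stable clones carrying a lamin A-EGFP splicing minigene plus DsRed2 were seeded at 600 cells/well in Opti-MEM with 2% FBS, pin-dosed and incubated 48 h at 37°C. Acumen cytometry (488 nm) gave the GFP/RFP total-intensity ratio.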
# ALDH1A1 inh: inhibitors of human aldehyde dehydrogenase 1A1; P00352; Purified ALDH1A1, NADH fluorescence, propionaldehyde substrate; Potency, µM (titrated, usually from 75.3 µM), without a hit: top-dose activity, negative = inhibition, most hits filed as inhibitors; actives 7.3% (n = 220,000); AID 1030; active = well fitted inhibition curve with a large enough effect, not every such curve was filed as active; inconclusive = small, poorly fitted or top-dose-only effect, or another doubt; inactive = no such curve, though single readings can be large or run the other way;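 also: plate controls were no enzyme wells and a reference inhibitor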
# An asterisk follows results filed as active; i = inactive; ? = inconclusive; . = not tested or not shown; [ ] = another dose, or the depositor's remark. Unless noted, calls follow the shape of the dose curve; as a rule, active = well fitted curve in the direction sought with a large enough effect; inconclusive = small, poorly fitted or top-dose-only effect, or another doubt; inactive = no such curve, though single readings can be large; an effect the other way counts as inactive or inconclusive. Potency is read from the fitted curve at half-maximal effect. The list is partial; count on the stated rates, not on these rows.
SMILES,KDM4E inh,SMN2 splice up,Tau ThT inhib,L3MBTL1 block,Luc counter,RECQ1 helicase,Lamin A splicing,ALDH1A1 inh
Cc1ccc(C2C(C(=O)c3cccs3)=C(O)C(=O)N2c2nnc(C)s2)cc1 (configuration not stated),4%,-3%,-1%,15%,2%,-5%,.,?
COc1ccc(C(=O)Nc2nnc(-c3ccccc3)o2)cc1OC,-19%,-12%,-13%,7%,1%,-11%,?,4%
CN(C)c1ccc(C2N3CC4(C)CN2CC(C)(C3)C4O)cc1 (configuration not stated),?,3%,-6%,.,3%,-2%,-2%,0.89µM*
C=CCn1c2ccccc2c2nnc(SCC(=O)OCN3C(=O)c4ccccc4C3=O)nc21,-7%,-7%,10%,?,-8%,3%,-4%,-4%
CCOCCCn1c(=S)[nH]c2cc(C(=O)N3CCN(C)CC3)ccc2c1=O,2%,-29%,2%,2%,1%,-11%,1%,-3%
CCn1c(CSc2nc(C)cs2)nc2cc(S(=O)(=O)N(C)C)ccc21,-2%,-16%,-6%,-1%,-1%,i,?,?
CCOc1ccccc1N1CCN(S(=O)(=O)c2ccc3c4c(cccc24)C(=O)N3)CC1,-12%,15%,?,.,3%,-9%,2%,?
O=C(/C=C/c1cccc([N+](=O)[O-])c1)NCCSCc1ccc(Cl)cc1,6%,-40%[inhibitor],-18%,-2%,1%,-2%,?,22µM*
Cc1ccc(N2CCN(c3ccc(C)cc3)C2c2cccnc2)cc1,0%,-17%,?,.,-3%,i,?,7%
C=CCn1cnc2c(c1=O)c1nc3ccccc3nc1n2-c1ccc(C)cc1,-5%,-9%,-5%,23%[11.4 µM],5%,-1%,-5%,-4%
CC(CNc1ccc([N+](=O)[O-])c2cccnc12)Nc1c([N+](=O)[O-])cc(C(F)(F)F)cc1[N+](=O)[O-] (configuration not stated),9%,9%,?,-21%,0%,1%,?,0%
COc1ccc(OC)c(S(=O)(=O)N2CCCc3ccccc32)c1,-7%,-7%,-6%,2%,-5%,-5%,25%,-3%
N#Cc1nc(Cc2cccc3ccccc23)oc1N1CCC(C(N)=O)CC1,7%,-5%,-7%,-1%,11%,i,?,-1%
O=C(Cc1n[nH]c(=O)c2ccccc12)NCc1ccc(Cl)cc1,-14%,.,-4%,-3%,.,-5%,7%[46 µM],0%
CC(Sc1nnc(-c2ccc(Cl)cc2)n1C)C(N)=O (configuration not stated),-1%,9%,0%,4%,-6%,-7%,10%,11%
COc1ccc(OCC(O)Cn2ccnc2C)cc1 (configuration not stated),4%,-4%,5%,-22%,1%,-4%,1%,9%
CSc1nnc(-c2ccc(S(=O)(=O)N3CCCC3)cc2)n1C,?,.,-2%,.,-1%,-6%,-8%,?
N/C(=N\S(=O)(=O)c1ccccc1)c1ccc([N+](=O)[O-])cc1,9%,-39%[inhibitor],1%,-1%,-4%,i,?,?
O=C(Nc1ccccc1NS(=O)(=O)c1ccc(F)cc1)C1CCCC1,1%,-2%,-7%,-23%,1%,-3%,-4%[46 µM],?
O=C(CNc1ccccc1F)N/N=C/C1CC=CCC1 (configuration not stated),51%[activator],1%,-6%,-1%,2%,i,2%[46 µM],-9%

# Some of these compounds in order of length of the SMILES, low to high.
SMILES,KDM4E inh,SMN2 splice up,Tau ThT inhib,L3MBTL1 block,Luc counter,RECQ1 helicase,Lamin A splicing,ALDH1A1 inh
O=C(CNc1ccccc1F)N/N=C/C1CC=CCC1 (configuration not stated),51%[activator],1%,-6%,-1%,2%,i,2%[46 µM],-9%
COc1ccc(C(=O)Nc2nnc(-c3ccccc3)o2)cc1OC,-19%,-12%,-13%,7%,1%,-11%,?,4%
COc1ccc(OC)c(S(=O)(=O)N2CCCc3ccccc32)c1,-7%,-7%,-6%,2%,-5%,-5%,25%,-3%
CN(C)c1ccc(C2N3CC4(C)CN2CC(C)(C3)C4O)cc1 (configuration not stated),?,3%,-6%,.,3%,-2%,-2%,0.89µM*
N/C(=N\S(=O)(=O)c1ccccc1)c1ccc([N+](=O)[O-])cc1,9%,-39%[inhibitor],1%,-1%,-4%,i,?,?
O=C(/C=C/c1cccc([N+](=O)[O-])c1)NCCSCc1ccc(Cl)cc1,6%,-40%[inhibitor],-18%,-2%,1%,-2%,?,22µM*

# Following part:
SMILES,KDM4E inh,SMN2 splice up,Tau ThT inhib,L3MBTL1 block,Luc counter,RECQ1 helicase,Lamin A splicing,ALDH1A1 inh
COc1ccc(C(CNC(=O)CCOc2ccccc2)N(C)C)cc1 (configuration not stated),11%,1%,-13%,.,-1%,i,4%,13%
CNC(=S)N1CCN(c2ccc(Cl)c(Cl)c2)CC1,-2%,-40%[inhibitor],?,-11%,-5%,-14%,23%[46 µM],3%
CC1(C)O[C@H]2C[C@@H]3[C@H]4CCC5=CC(=O)C=C[C@]5(C)[C@@]4(F)[C@@H](O)C[C@]3(C)[C@]2(C(=O)CO)O1,.,.,-5%,.,4%[39.9 µM],i,?,3%
Cc1c(Cl)cccc1NC(=S)NCc1cccs1,-1%,?,2%,14%,-2%,8%,?,?
Cc1ccc(NC(=O)c2cc(S(=O)(=O)c3ccccc3)ccc2Cl)cc1,14%,-18%,-5%,.,-3%,i,?,10µM*
O=C(NCc1cn2ccsc2n1)c1c(F)cccc1Cl,0%,2%,2%,7%,3%,0%,-3%,1%
CCN(CC)CCP(=O)(c1ccccc1)c1ccccc1,-2%,0%,-1%,.,-2%,-4%,18%,7%
S=C1NCCOCCOCCOCCNC(=S)NCCOCCOCCOCCN1,-5%,-5%,-4%,-2%,0%,0%,0%,-7%
CC(=O)Nc1nc(-c2ccc3c(c2)CCO3)cs1,-14%,?,-17%,-6%,-5%,i,?,-8%
COc1ccc(C2CC(c3ccc(Br)cc3)Nc3nc(N)nn32)cc1 (configuration not stated),6%,6%,-9%,-3%,1%,-3%,4%,6%
O=C(O)c1ccc(NC(=S)NC(=O)c2ccc(-c3ccccc3)cc2)cc1,3%,0%,11%,.,-2%,0%,.,8.9µM*
O=C(/C=C/c1ccc(F)cc1)NCCc1ccc2c(c1)OCCO2,-2%,6%,?,-1%,0%,i,?,6%
COC(=O)c1ccc(CSc2nnnn2Cc2ccccc2)cc1,9%,-24%,-3%,28%,0%,7%,17%,?
O=C1CC(c2ccccc2)Cc2nc(N3CCc4ccccc4C3)ncc21 (configuration not stated),?,-14%,-15%,11%,-2%,-13%,14%,-5%
O=C(CCNS(=O)(=O)c1ccc(Cl)cc1)NCc1cccs1,6%,-10%,0%,.,1%,5%,.,-4%
CCc1cc2cc(C(=O)Nc3ccc(F)cc3)sc2s1,-3%,36%,3%,10%,-4%,-1%,-1%,10%
CC(C)CCNC(=O)NC(=O)CSc1ncccn1,4%,-1%,0%,0%,0%,i,-5%[46 µM],5%
CC(C)CC(=O)Nc1cccc(-c2cn3ccsc3n2)c1,2%,18µM*,-1%,.,0%,0%,-17%,1%
O=C(Cc1csc(N2CCOCC2)n1)N/N=C/c1ccc(O)c(O)c1O,8.9µM*,10%,16µM*,-16%,-4%,?,1%[46 µM],7.5µM*
Cc1cc(C)nc(NS(=O)(=O)c2ccc(NC(=O)C3(c4ccc([N+](=O)[O-])cc4)CCCC3)cc2)n1,3%,2%,-10%,8%,3%,0%,-10%,0%

SMILES,KDM4E inh,SMN2 splice up,Tau ThT inhib,L3MBTL1 block,Luc counter,RECQ1 helicase,Lamin A splicing,ALDH1A1 inh
O=C(NNS(=O)(=O)c1ccccc1[N+](=O)[O-])c1ccc(F)cc1,-1%,.,-11%,10%,0%,-6%,-1%[46 µM],-10%
Cc1ccc(Cn2c(=O)c3ccccc3n3c(SCC(=O)N4CCCCC4C)nnc23)cc1 (configuration not stated),10%,-22%,6%,2%,-3%,-8%,7%,?
NC(=O)c1ccc(Oc2ccc(C(N)=O)cc2)cc1,1%,.,9%,9%,.,i,31%[46 µM],35%[activator]
CCOc1cc(NC(=S)NCc2ccco2)c(OCC)cc1NC(=O)CC(C)C,-5%,-13%,0%,10%,-3%,-6%,-2%,6%
COc1cc2c(cc1NC(=O)C1CCCO1)oc1ccccc12 (configuration not stated),?,25µM*,-22%,.,2%,i,-12%,?
CC(C)C(C(=O)Nc1nccs1)c1ccc(Cl)cc1 (configuration not stated),-1%,-8%,-4%,2%,2%,-7%,?,3%
N#Cc1c(C(F)(F)F)cc(-c2ccc(F)cc2)[nH]c1=O,?,-5%,?,-31%,2%,-6%,.,?
Cc1ccc(S(=O)(=O)NC(=O)COc2ccccc2C(N)=O)cc1,2%,.,-10%,?,0%,-2%,-10%,4%
Cc1ccc(NC(=O)C2CCCN(S(=O)(=O)c3c(C)noc3C)C2)nc1 (configuration not stated),3%,-24%,-7%,0%,-1%,-4%,?,-1%
Cc1nc(NC(=O)c2ccc(Cl)cc2)sc1-c1csc(Nc2cccc(F)c2)n1,?,-9%,7.1µM*,-10%,2%,-8%,16%,?
COCCCC1CCN(C(=O)CCc2nnc(CCCCc3ccccc3)o2)CC1,?,.,-12%,-5%,2%,12%,.,?
COC(=O)CC/C(O)=C1\C(=O)CC(C)(C)CC1=NCc1nc2ccccc2[nH]1,-2%,5%,7%,-15%,-3%,i,.,-7%
